Screening data from PubChem BioAssay.
V-ATPase pHluor = regulators of yeast V-ATPase proton transport; S. cerevisiae, pHLuorin cytosolic pH fluorescence; response, % at 10 µM; 350,000 tested, 0.37% active; AID 504577; in the data active = response mostly above about 7.3%, no sharp cut-off; inactive = mostly below about 5.4%; also: actives read high; inactives centre near 0; some compounds called inactive have numbers as strong as hits; reference of the scale not given here
Wnt act = activates Wnt/beta-catenin signaling in a reporter cell assay; activator, plate reader; activation, % at 9.35 µM; 300,000 tested, 1.2% active; AID 743398; in the data active = activation above about 30%, passing the limit was not always enough;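 also: 0% = neutral control wells and 100% = positive control wells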
Pemphigus Ab inh = blocks pemphigus antibody binding to human desmoglein-3 | P32926 | DSG3-coupled beads, scFv-anti-DSG3-GFP binding, flow cytometry; stronger effect = lower value | binding (percent of control), % at 10 µM | 310,000 tested, 0.48% active | AID 588358;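 active = binding more than 3 SD below its plate's average and above zero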;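 also: hits lower antibody fragment binding to DSG3; some compounds called inactive have numbers as strong as hits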
Target sequence (P32926 whole entry, looked up, the tested form may be a part): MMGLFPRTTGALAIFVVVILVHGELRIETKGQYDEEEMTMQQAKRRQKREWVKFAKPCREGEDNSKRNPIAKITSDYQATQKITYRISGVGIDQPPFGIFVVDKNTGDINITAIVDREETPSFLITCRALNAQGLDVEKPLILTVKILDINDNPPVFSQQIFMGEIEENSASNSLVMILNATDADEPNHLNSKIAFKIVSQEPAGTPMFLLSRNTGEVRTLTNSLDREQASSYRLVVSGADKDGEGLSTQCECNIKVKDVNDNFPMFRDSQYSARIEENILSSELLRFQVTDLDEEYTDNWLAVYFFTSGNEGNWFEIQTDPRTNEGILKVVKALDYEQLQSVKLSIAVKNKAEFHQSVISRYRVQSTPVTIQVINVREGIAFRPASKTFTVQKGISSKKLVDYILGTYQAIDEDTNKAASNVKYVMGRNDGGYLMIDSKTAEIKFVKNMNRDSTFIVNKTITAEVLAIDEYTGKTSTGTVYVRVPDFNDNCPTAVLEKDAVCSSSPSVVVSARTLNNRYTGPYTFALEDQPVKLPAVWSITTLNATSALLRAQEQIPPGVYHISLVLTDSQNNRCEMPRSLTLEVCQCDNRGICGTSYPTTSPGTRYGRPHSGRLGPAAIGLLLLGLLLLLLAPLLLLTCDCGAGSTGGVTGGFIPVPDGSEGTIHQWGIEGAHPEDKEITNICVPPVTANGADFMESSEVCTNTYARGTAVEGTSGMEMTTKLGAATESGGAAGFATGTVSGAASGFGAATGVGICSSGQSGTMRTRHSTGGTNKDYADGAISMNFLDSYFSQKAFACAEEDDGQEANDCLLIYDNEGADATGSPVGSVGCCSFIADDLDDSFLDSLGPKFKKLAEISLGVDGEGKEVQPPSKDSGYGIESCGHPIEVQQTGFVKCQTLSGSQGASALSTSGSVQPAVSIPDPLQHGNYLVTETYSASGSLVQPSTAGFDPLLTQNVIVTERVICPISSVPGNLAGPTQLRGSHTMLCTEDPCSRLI
MOR-DOR ag = OPRM1-OPRD1 heterodimerization agonism | P35372+P41143 | cells, luminescence | activation, % at 9.3 µM | 340,000 tested, 0.3% active; in the data active = activation above about 18%;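 also: 0% = vehicle-treated cells and 100% = reference agonist; values of inactives mirror those of a sister screen read the other way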
MOR-DOR inv ag = inverse agonist of human OPRM1-OPRD1 heterodimerization; P35372+P41143; cell-based MOR-DOR heterodimer luminescence, inverse agonism; inhibition, % at 9.3 µM; 340,000 tested, 0.21% active; AID 504357; in the data active = inhibition above about 22%, passing the limit was not always enough;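 also: 0% = cells with DMSO and 100% = wells without cells with DMSO; values of inactives mirror those of a sister screen read the other way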
RTF Ca sens inh = cardiac RTF calcium desensitization | 340,000 tested, 0.12% active | inhibition, % at 7.15 µM | AID 493244 | IANBD-labeled cardiac RTF, Ca2+ fluorescence | P19429+P45379;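 active = inhibition above the mean inhibition of all tested compounds plus 3 SD, cut at about 17% in these data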;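 also: assay run at fixed EC70 calcium of 1.6 mM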
Keap1 Nrf2 FP = inhibitors of human Keap1-Nrf2 protein-protein interaction. Keap1 Kelch-Nrf2 peptide fluorescence polarization, 1536-well. inhibition, % at 9.4 µM. 340,000 tested, 0.15% active; in the data active = inhibition above about 12%;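 also: human Keap1 Kelch domain with fluorescein labeled Nrf2 9mer peptide probe; 0% = neutral control wells and 100% = peptide positive control; higher means more block of Keap1 binding to Nrf2 peptide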
LANA DNA inh = KSHV C-LANA DNA binding inhibition | inhibition, % at 9 µM | 340,000 tested, 0.078% active | MBP-C-LANA/FAM-LBS DNA binding, fluorescence polarization | AID 504423;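 active = highest replicate inhibition at or above 60% at 9 µM, even if other replicates fall short; inactive = all replicates below 60% inhibition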;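 also: 0% = neutral control wells and 100% = 4 µM acridine orange control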
RTF Ca sens act = increases calcium sensitivity of human cardiac regulated thin filaments; IANBD-labeled TnC RTF fluorescence at EC20 calcium; 0% EC20 calcium, 100% full calcium; activation, % at 7.2 µM; AID 493008; 340,000 tested, 0.24% active; P19429+P45379;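 active = activation above the mean over all tested compounds plus 3 SD, cut at about 30% in these data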;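 also: rise in fluorescence read as greater calcium sensitivity of cardiac thin filaments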
Arrestin-AP2 inh = inhibitors of human beta-arrestin and AP2 interaction. FITC-arrestin peptide / GST-AP2 beads, flow cytometry; AP2 beta2 appendage carries R879A mutation. inhibition, % at 10 µM. 340,000 tested, 0.31% active. AID 504490;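 active = inhibition above a set limit, near 3 SD of compounds lacking own fluorescence, cut at about 54% in these data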;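 also: plate controls were DMSO wells for no effect and 5 µM unlabelled arrestin peptide for full effect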
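System: GST-AP2 R879A glutathione beads | Also added: FITC-arrestin peptide, 50 nM | Times: 12 min plus 1 h, RT | Signal: Bead flow cytometry, FITC channel | Buffer or medium: PBS with 0.05% Tween 20 and 0.1% BSA | Read-out basis: Percent drop in bead-associated FITC signal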
* hit, by the source's call; . = no result given.

Molecule | V-ATPase pHluor | Wnt act | Pemphigus Ab inh | MOR-DOR ag | MOR-DOR inv ag | RTF Ca sens inh | Keap1 Nrf2 FP | LANA DNA inh | RTF Ca sens act | Arrestin-AP2 inh
COCCCN1C(=O)CC(C(=O)OC)=C1C | 0 | 1 | 95 | -1.5 | 8 | -10 | 1 | -1.4 | -5 | 19
CSc1nc(O)c(C(c2ccc(C)cc2)c2c(O)nc(SC)[nH]c2=O)c(=O)[nH]1 | 1 | -1 | 100 | -1.1 | 5 | -5 | 1 | -3.3 | -4 | 0
Cc1cc(NC(=O)c2nn(C)c(C)c2[N+](=O)[O-])no1 | . | . | 109 | -0.8 | 4 | -5 | -4 | -0.1 | 1 | 10
CC(=O)c1cccc(NC(=O)C(C)OC(=O)c2ccc3ncsc3c2)c1 (centres undefined) | -1 | 1 | . | -3.5 | 14 | 0 | -7 | 0.1 | -2 | 6
Cc1ccc(NC(=S)NC(=O)C2CCCC2)c(Br)c1 | 3 | 53* | . | 2.5 | -10 | 1 | 0 | -0.5 | -5 | 19
CCCCn1cnc2c(c(CC#N)nn2-c2ccccc2)c1=N | -1 | -2 | 102 | -3.8 | 19 | 3 | -4 | -1.3 | -3 | 2
CCC(C)NC(=O)c1ccc(Cl)c(S(=O)(=O)Nc2ccccc2N2CCOCC2)c1 (centres undefined) | 6 | -2 | 101 | 0.3 | -1 | 0 | 4 | 1.2 | -1 | 0
CC1CCCCC1NC(=O)COC(=O)CCC(=O)c1cccs1 (centres undefined) | 1 | -4 | 108 | -1.1 | 4 | -8 | 5 | -0.2 | -1 | 34
Fc1ccc(Br)cc1C1C=C(c2cccnc2)Nc2ncnn21 (centres undefined) | 1 | . | 99 | -1.7 | 10 | -10 | 3 | 2.6 | 4 | 23
COc1ccc(C2c3ccc4ccccc4c3Oc3ncn(CCN4CCOCC4)c(=N)c32)cc1 (centres undefined) | 2 | . | 106 | 2.3 | -11 | -7 | -6 | -0.6 | 2 | 1
Cc1c(Cl)cccc1NC(=O)CNc1ccccc1F | -1 | . | 103 | 0.3 | -1 | 6 | -6 | -1.6 | 5 | 17
COc1ccccc1Nc1nnc(SCC(=O)Nc2nc(-c3ccc(F)cc3)cs2)s1 | -4 | -2 | 97 | 4.1 | -21 | -3 | -4 | -0.2 | 5 | -9
O=S(=O)(c1ccc(S(=O)(=O)N2CCN3CCCC3C2)cc1)N1CCCC1 (centres undefined) | 6 | . | 104 | 0.7 | -4 | -6 | -7 | -1.3 | 0 | 4
CCC(C)C(NS(=O)(=O)c1ccc(C)cc1)C(=O)Oc1ccc2c3c(c(=O)oc2c1)CCC3 (centres undefined) | -4 | . | 98 | 5.7 | -33 | -4 | -1 | -0.2 | 2 | 2
Cc1cc(C)c(S(=O)(=O)N2CCCCC2CCNC(=O)C(=O)NCCN2CCOCC2)c(C)c1 (centres undefined) | 9 | -1 | 121 | -1.5 | 8 | -4 | -8 | 0.3 | 2 | 1
COc1ccccc1NC(=O)CC1SC(=N)N(c2ccccc2)C1=O (centres undefined) | 5 | -1 | 113 | -2.1 | 10 | 7 | 0 | 0.3 | 3 | 40
CCCn1c(NCc2c[nH]c3ccccc23)nc2ccccc21 | 0 | . | . | 0.0 | 0 | -5 | -6 | 1.6 | 0 | 0
CCN(CC)c1ccc2cc(C(=O)O)c(=O)oc2c1 | 5 | 2 | 113 | -0.4 | 2 | -9 | 0 | 1.3 | 1 | -15
Cc1ccc(S(=O)(=O)NC(=S)c2ccccc2)cc1 | -4 | 3 | 96 | -2.3 | 11 | 4 | 1 | -6.0 | 3 | 5
O=C(COC(=O)CCSc1ccc(Cl)cc1)NCc1ccccc1 | 0 | 0 | 97 | 1.4 | -10 | -8 | 4 | -0.9 | -6 | 3
COc1cccc(/C=N/Nc2ncnc3scc(-c4ccccc4)c23)c1O | -3 | -6 | 99 | 0.1 | -1 | 1 | 1 | 0.1 | -4 | -9
CCC(=O)NC(=S)Nc1ccc(Cl)cn1 | -1 | . | 103 | -4.0 | 18 | -10 | -3 | -0.4 | 0 | 1
O=C(c1ccc2c3n(nc2c1)-c1ccccc1CO3)N1CCOCC1 | -1 | . | 100 | -0.8 | 4 | 0 | -5 | 0.4 | 4 | -2
C=CCn1c(NC(=O)c2ccc(Br)o2)c(C(=O)OCC)sc1=S | 1 | -2 | 106 | -1.2 | 7 | -3 | 1 | -1.7 | 3 | 14
CCOc1ccc(N2CC(C(=O)NC(C)C)CC2=O)cc1 (centres undefined) | 2 | 0 | 101 | 2.2 | -12 | -4 | 7 | -0.9 | -7 | -2
Cc1nn(CC(=O)Nc2c(F)c(F)cc(F)c2F)c(=O)c2cccn12 | -4 | 3 | 95 | -2.1 | 11 | 3 | 2 | 2.2 | -3 | -2
COc1ccc(C2=NOC(C(=O)Nc3cccnc3)C2)cc1OC (centres undefined) | 0 | 2 | 86 | -0.2 | 1 | -11 | 3 | -0.1 | 7 | -14
O=C(CC(Sc1ccccc1)c1cccs1)c1ccco1 (centres undefined) | 4 | 27 | 82 | 2.8 | -15 | -11 | 0 | -0.9 | -2 | 13
CC(C)CCN1CCC(CN2C(=O)C(=O)NC[C@@H]2Cc2ccccc2)CC1 | 1 | -2 | 101 | -2.0 | 9 | -9 | 2 | 2.3 | 0 | -9
C=CCc1cccc2cc(C(=O)NC3=C(C#N)CCC3)c(=O)oc12 | -3 | . | 100 | -2.8 | 14 | 8 | -2 | -1.1 | 5 | -2

The results go on.
SMILES | V-ATPase pHluor | Wnt act | Pemphigus Ab inh | MOR-DOR ag | MOR-DOR inv ag | RTF Ca sens inh | Keap1 Nrf2 FP | LANA DNA inh | RTF Ca sens act | Arrestin-AP2 inh
Cc1ccc(S(N)(=O)=O)cc1NC(=O)c1ccc2c3c(cccc13)CC2 | -2 | -1 | 121 | 0.2 | -1 | 10 | -4 | 2.1 | 5 | 14
CN(C(=S)NC(=O)C1CC1)c1ccc(O)cc1 | 1 | 13 | 100 | -2.4 | 9 | -8 | -1 | 1.1 | -1 | -9
O=C(OCC(=O)N1CCc2ccccc21)[C@@H]1CC(O)CN1S(=O)(=O)c1ccc(Cl)cc1 (some centres undefined) | 2 | -1 | 98 | -0.8 | 3 | -16 | -2 | 0.7 | 6 | 9
C/C(=N\NC(=O)C(=O)Nc1cccc(C(F)(F)F)c1)c1ccc(Cl)s1 | -1 | . | 97 | 0.1 | -1 | -8 | 2 | 0.8 | 0 | 12
O=C(Cc1ccc2c(c1)OCCO2)Nc1ccc(Cl)c(S(=O)(=O)N2CCOCC2)c1 | 7 | -5 | 101 | -1.9 | 7 | -6 | -5 | -1.2 | -3 | -2
CCCC12CN3CC(C)(CN(C1)C3c1cccs1)C2=O (centres undefined) | 0 | 1 | 105 | . | . | . | . | . | . | -11
COc1ccc(CNC(=O)CN2C(=O)c3ccccc3S2(=O)=O)cc1 | 1 | 0 | 101 | -0.7 | 4 | -1 | 0 | -1.1 | -3 | 2
CCC(=O)N(Cc1ccc2c(c1)OCO2)Cc1cc2cc(OC)ccc2[nH]c1=O | 3 | . | 102 | 0.0 | 0 | -4 | -4 | 1.3 | -2 | 12
Cc1[nH]n(-c2ccccc2)c(=O)c1N=Nc1ccc(F)cc1 | 4 | 2 | 104 | -1.1 | 5 | -3 | -2 | 0.0 | 3 | 10
Cc1ccc(NC(=O)COC(=O)Cc2cccs2)cc1S(=O)(=O)N1CCOCC1 | 3 | 1 | 109 | -3.0 | 15 | 1 | 1 | -0.9 | -2 | 33
CCOC(=O)c1sc(NC(=O)c2c(C)nn(Cc3ccccc3)c2C)cc1C | 0 | 0 | 89 | -1.1 | 6 | -15 | 2 | -2.0 | 5 | -3
CCOC(=O)c1sc2ncn(/N=C/c3ccc(O)c(OC)c3)c(=O)c2c1C | 2 | 0 | 93 | -0.3 | 2 | 7 | -3 | 1.4 | 10 | -11
CCOc1ccc(Nc2c3c(nc4ncnn24)CC(C)CC3)cc1 (centres undefined) | 6 | . | 90 | -2.1 | 11 | -7 | 2 | -0.8 | 8 | 2
Cn1c(SCC(=O)NNC(=O)c2ccc(Br)cc2)nnc1-c1cccnc1 | 2 | -1 | 101 | -2.5 | 13 | 1 | -2 | -0.4 | -2 | 32
CCOC(=O)CCCNC(=O)COC(=O)/C=C/c1ccc2c(c1)OCO2 | -1 | -1 | 101 | -2.0 | 10 | -4 | -4 | -0.5 | -1 | -4
O=C1NCCCC1C(=O)NCCNC(=O)C(F)(F)F (centres undefined) | 4 | 0 | 106 | -3.0 | 17 | -2 | 1 | -0.9 | -11 | 33
COC(=O)c1cc(NC(=O)CN(C)Cc2ccccc2)cc(C(=O)OC)c1 | 1 | 0 | 97 | -2.2 | 12 | 5 | 2 | -2.9 | -2 | -12
COc1ccc(-c2ccc(=O)n(Cc3cccc([N+](=O)[O-])c3)n2)cc1 | -2 | 0 | 101 | 3.7 | -19 | 1 | -5 | -1.0 | 0 | 0
COc1ccc(C2CC(=O)C3=C(C2)Nc2ncnn2C3c2ccccc2C)cc1 (centres undefined) | -5 | -5 | 107 | -0.7 | 4 | 4 | -5 | -1.4 | -1 | 8
CNC(=O)c1cc2cc(OC)ccc2oc1=N | -5 | 7 | 84 | -1.0 | 6 | -5 | -6 | -2.6 | 12 | 10
CN(C)c1ccc(CNS(=O)(=O)c2csc(C(N)=O)c2)cc1 | 0 | 0 | 107 | -3.0 | 15 | 0 | 3 | 0.3 | -5 | 15
CCO/C(C)=C1\C(=O)Nc2ccccc21 | 0 | . | . | -5.9 | 24 | 3 | 1 | -1.6 | -5 | 14
O=C(COc1ccc(Br)cc1CO)Nc1ccc(F)cc1 | -1 | . | 105 | 0.3 | -2 | -1 | -3 | 2.2 | 5 | 7
Cc1nnc(SCc2nnc(-c3cccs3)o2)n1Cc1ccccc1 | -2 | -3 | 112 | -0.7 | 4 | 1 | -3 | 0.0 | 0 | 0
COc1cc2c(cc1OC)C(C)N(C(=O)c1nccnc1C(=O)O)CC2 (centres undefined) | 0 | 3 | 96 | -2.2 | 11 | -6 | 2 | -0.2 | -3 | 17
CC(C)c1ccc(/C=N/n2cnnc2)cc1 | -5 | 1 | . | -1.3 | 6 | -7 | -4 | 0.6 | 1 | -11
COc1ccc2c(c1OC)C(=O)OC2C/C(=N\NC(N)=O)c1ccccc1 (centres undefined) | -3 | 0 | 97 | -0.7 | 4 | -14 | -4 | -1.3 | 2 | 3
COc1ccc(Oc2ccccc2C#N)cc1 | 0 | 0 | 94 | -2.1 | 11 | -13 | -2 | -1.7 | 1 | 32

Full records, looked up by structure:
Cc1nnc(SCc2nnc(-c3cccs3)o2)n1Cc1ccccc1 as listed: V-ATPase pHluor: -2; Wnt act: -3; Pemphigus Ab inh: 112; MOR-DOR ag: -0.7; MOR-DOR inv ag: 4; RTF Ca sens inh: 1; Keap1 Nrf2 FP: -3; LANA DNA inh: 0.0; RTF Ca sens act: 0; Arrestin-AP2 inh: 0
COc1ccc(C2c3ccc4ccccc4c3Oc3ncn(CCN4CCOCC4)c(=N)c32)cc1 (centres undefined) as listed: V-ATPase pHluor: 2; Wnt act: .; Pemphigus Ab inh: 106; MOR-DOR ag: 2.3; MOR-DOR inv ag: -11; RTF Ca sens inh: -7; Keap1 Nrf2 FP: -6; LANA DNA inh: -0.6; RTF Ca sens act: 2; Arrestin-AP2 inh: 1
